From PubChem
TRHR PAM: qHTS for Small Molecule Agonists and Allosteric Enhancers of Human TRH Receptor: Primary Screen for Enhancers; TRHR cells, fluo-8 calcium fluorescence, EC20 TRH enhancement; enhancement, % at 2 µM; 360,000 tested, 0.66% active; in the data active = enhancement above about 30%; also: 0% is about no effect
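TRHR-expressing cells loaded with fluo-8 calcium dye were read kinetically (ex 480/em 530) during compound addition, then stimulated with an EC20 of TRH (10 nM final). Enhancement of the Gq-mediated intracellular calcium response was scored.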
TRHR ag: qHTS for Small Molecule Agonists and Allosteric Enhancers of Human TRH Receptor: Primary Screen for Agonists | activation, % at 2 µM | TRHR cells, calcium flux fluo-8, FDSS agonist mode | 360,000 tested, 0.18% active; also: 0% is about no effect
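In this calcium-flux screen, cells bearing human TRHR are dye-loaded with fluo-8, baselined for 10 cycles, then exposed to library compounds; positive kinetic calcium responses during the agonist phase mark hits, with TRH as control.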
D1 antag: Antagonist of Human D 1 Dopamine Receptor: qHTS; 360,000 tested, 3.2% active; activity change, negative = inhibition, % at 10 µM; HEK293 TREx D1 cells, calcium flux, dopamine EC80; hits give low values; AID 504652, 2011; in the data active = activity change below about -30%; also: % is scaled to controls: 0 for no effect and ±100 for the full control effect
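Inducible Hek293 Trex D1 cells (tetracycline, overnight, 30 C). Calcium dye 30–90 min RT. Antagonist mode: EC80 dopamine added after 180 s compound read.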
D1 ag: Allosteric Agonists of the Human D1 Dopamine Receptor: qHTS; HEK293 T-REx D1 cells, calcium flux, agonist mode; activation, % at 2 µM; 360,000 tested, 1% active; also: 0% is about no effect
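Tetracycline-induced HEK293 TREx D1 cells, force-coupled to calcium signalling, were dye-loaded with a no-wash calcium kit. Compound was pin-added after a 10 s baseline. Fluorescence was read kinetically at 1 cycle/s for 180 s, with calcium rises flagged as agonism.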
D2 agonist: HTS Assay for Allosteric Agonists of the Human D2 Dopamine Receptor: Primary Screen for Agonists. HEK293 T-REx D2 cells, calcium flux agonist mode. activation, % at 2 µM. 340,000 tested, 0.53% active;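 active = activation over 3 SD above normal in the single-dose calcium agonist read, cut at about 30% in these data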; also: 0% is about no effect
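Agonism is scored from calcium flux in a force-coupled, inducible HEK293 cell line expressing D2, read kinetically for 180 s after compound addition against dopamine controls.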
D2 potentiator: HTS Assay for Positive Allosteric Modulators of the Human D2 Dopamine Receptor: Primary Screen for Potentiators | potentiation, % at 10 µM | HEK293 T-REx D2, calcium flux, EC20 dopamine potentiation | D(2) dopamine receptor (Homo sapiens), P14416 | AID 485347, 2010 | 340,000 tested, 0.34% active;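 active = potentiation over 3 SD above the plate norm, cut at about 30% in these data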; also: 0% is about no effect
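Tetracycline-induced HEK293 T-REx cells force-coupled to calcium signalling expressed D2; compounds were pin-added after a 10 s baseline, read kinetically 180 s, then an EC20 dopamine challenge followed with a further 180 s calcium read.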
D1 PAM: Potentiators of Human D1 Dopamine Receptor: qHTS; HEK293 TREx D1 cells, calcium flux, dopamine EC20 potentiation; potentiation, % at 10 µM; 360,000 tested, 0.036% active; in the data active = potentiation above about 30%; also: 0% is about no effect
RXFP1 antag: qHTS Assay for Antagonists of the Relaxin Receptor RXFP1; HEK293-RXFP1, relaxin-stimulated cAMP HTRF, 30 min; hits give low values; activity change, negative = inhibition, % at 57.5 µM; 350,000 tested, 0.59% active;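 active = activity change of -60% or lower, but not beyond a set lower limit; inconclusive = change between -60% and -40%, or beyond the set limit; inactive = change above -40%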; also: % is scaled to controls: 0 for no effect and ±100 for the full control effect
Target sequence (Q9HBX9 whole entry, looked up): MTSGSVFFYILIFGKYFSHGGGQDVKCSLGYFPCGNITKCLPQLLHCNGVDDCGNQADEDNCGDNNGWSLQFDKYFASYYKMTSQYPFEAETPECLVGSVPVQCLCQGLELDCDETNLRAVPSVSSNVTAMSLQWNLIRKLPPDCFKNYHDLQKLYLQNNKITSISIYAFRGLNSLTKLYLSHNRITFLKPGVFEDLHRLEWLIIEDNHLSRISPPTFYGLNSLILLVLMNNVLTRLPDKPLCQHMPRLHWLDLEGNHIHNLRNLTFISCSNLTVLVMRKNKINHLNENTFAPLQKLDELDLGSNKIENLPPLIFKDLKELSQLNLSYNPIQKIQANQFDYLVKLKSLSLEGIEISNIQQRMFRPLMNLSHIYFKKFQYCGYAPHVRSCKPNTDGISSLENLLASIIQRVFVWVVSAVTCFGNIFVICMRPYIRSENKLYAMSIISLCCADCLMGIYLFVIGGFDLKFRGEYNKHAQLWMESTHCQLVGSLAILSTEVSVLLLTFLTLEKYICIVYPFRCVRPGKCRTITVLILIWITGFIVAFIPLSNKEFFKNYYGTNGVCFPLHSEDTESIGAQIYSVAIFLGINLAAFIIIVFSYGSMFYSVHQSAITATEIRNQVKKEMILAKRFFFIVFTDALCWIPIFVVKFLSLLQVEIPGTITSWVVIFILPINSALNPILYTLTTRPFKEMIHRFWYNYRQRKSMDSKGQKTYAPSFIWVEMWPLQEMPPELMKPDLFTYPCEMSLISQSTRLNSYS
D2 antagonist: HTS Assay for Allosteric Antagonists of the Human D2 Dopamine Receptor: Primary Screen for Antagonists. D(2) dopamine receptor (Homo sapiens), P14416. HEK293 TREx D2 cells, calcium flux, dopamine EC80. inhibition, % at 10 µM. 340,000 tested, 2% active. AID 485344, 2010; in the data active = inhibition above about 30%; also: 0% is about no effect
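Read-out: kinetic calcium fluorescence (1 cycle/s) in inducible HEK293 T-REx D2 cells after an EC80 dopamine addition that followed 180 s compound preincubation. Loss of the dopamine response indicates antagonism.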
* = called active by the depositor; ? = inconclusive; . = no result given. Rule as the data show it, unless noted: active = activation above about 30%; inactive = the rest.

SMILES	TRHR PAM	TRHR ag	D1 antag	D1 ag	D2 agonist	D2 potentiator	D1 PAM	RXFP1 antag	D2 antagonist
Cc1ccc(-c2[nH]c3ccccc3c2C(C[N+](=O)[O-])c2ccco2)cc1 (stereo not drawn)	12	-1.1	.	4	-0.6	21	-5	-30	2
CCCc1cc(=O)[nH]c(SCc2cc(Cl)ccc2OC(F)F)n1	-6	0.0	2	15	-0.3	3	7	-33	0
Cc1ccc(C(=O)COC(=O)CNC(=O)c2ccccc2)s1	8	0.6	-18	1	.	.	-4	1	.
Cc1ccccc1CNC(=O)CCS(=O)(=O)c1cc2c3c(c1)CCN3C(=O)CC2	2	-0.3	9	2	0.9	7	-5	.	.
COc1ccccc1CNC(=O)CCNC(=O)N1CC(=O)Nc2ccccc21	7	0.9	12	0	0.5	-3	-5	10	9
COc1ccc(C2=C(N)c3ccccc3C2=O)cc1	2	-0.2	19	0	4.3	-3	-7	0	-9
Cc1cccc(NC(=O)CN2C(=O)S/C(=C\c3cccn3-c3cccc(C(=O)O)c3)C2=O)c1	1	-0.2	-4	0	-1.1	8	-2	?	-2
Cc1ccc(CNC(=O)CCc2nnc(Cc3ccc(-c4ccccc4)cc3)o2)o1	1	0.1	-15	4	0.5	5	-3	-4	7
COc1ccc(C(CNC(=O)c2ccc(S(=O)(=O)Nc3ccccc3F)cc2)N(C)C)cc1 (stereo not drawn)	-4	0.5	-8	2	-0.2	-5	-6	3	4
CCOc1ccc(NC(=O)CN(C)C(=O)c2ccc(=O)[nH]c2)cc1OCC	2	0.8	-77*	1	0.1	14	-21	1	12
Nc1cccc(CCc2nc3cc4ccccc4cc3[nH]2)c1	3	-0.9	5	0	-2.0	-19	0	-5	-20
Cc1cccc(Cn2ccc(NC(=O)c3cccnc3)n2)c1	8	-3.3	-3	0	-0.6	-1	-1	0	14
Cc1cc(C)n(-c2ccc(C(=O)Nc3ccc4c(c3)OCO4)cc2)n1	-1	-0.7	13	2	-0.6	7	2	2	1
O=C(Nc1ccccc1)c1cc(S(=O)(=O)Nc2cccnc2)ccc1Cl	5	0.2	1	6	0.1	16	8	-15	19
Cc1[nH]c2ccccc2c(=O)c1CN1CCCCC1	0	1.9	-9	2	0.0	-4	-6	1	9
Cc1nc(NCc2ccco2)c2c(C)c(C)sc2n1	-22	-0.3	.	0	0.8	10	-2	-8	-7
Cc1cc(OCC(=O)OCC(=O)Nc2ccc(Cl)cn2)ccc1Cl	1	0.3	-9	3	.	.	0	-2	.
CC(Sc1ccc2c(c1)OCCO2)C(=O)Nc1ccc(N2CCOCC2)cc1 (stereo not drawn)	-2	-2.1	-1	8	0.1	-4	1	-6	8
CCNS(=O)(=O)c1ccc(NC(=O)CSc2nc(-c3ccco3)cc(C(F)(F)F)n2)cc1	12	-0.1	7	6	-0.5	8	-3	-37	.
Cc1cc(S(=O)(=O)NC(C)C)ccc1OCC(=O)N1CCOCC1	-2	0.2	13	1	0.1	-1	-5	6	-10
CC(C)C(=O)NCc1cc(-c2ccccc2)no1	-2	0.2	.	-1	-0.2	1	-3	-1	-16
CCOC(=O)C1=C(C)OC(N)=C(C#N)C1c1cc2cc(C)ccc2nc1N1CCCCC1 (stereo not drawn)	-1	1.4	-27	0	0.6	-4	-2	12	-12
CC(=O)OC[C@]1(OC(C)=O)C[C@@]23CC[C@H]4[C@@](C)(CCC[C@@]4(C)C(=O)O)[C@@H]2CC[C@@H]1C3	6	0.4	26	-2	0.1	3	-2	.	-2
Cc1cccc(OC(C)C(=O)Nc2nonc2-c2ccc(Br)cc2)c1C (stereo not drawn)	0	-0.1	-15	0	-0.9	.	-3	-12	.
Cc1ccc(C)c(OCC(=O)NNC(=O)CCN2CCN(c3ccccc3)CC2)c1	-12	-1.6	5	1	78*	-33	0	4	80*

Following part.
SMILES	TRHR PAM	TRHR ag	D1 antag	D1 ag	D2 agonist	D2 potentiator	D1 PAM	RXFP1 antag	D2 antagonist
CCOC(=O)C1=C(C)N=c2s/c(=C/c3cccc([N+](=O)[O-])c3O)c(=O)n2C1c1ccccc1 (stereo not drawn)	1	-1.1	-2	0	-0.3	1	2	-6	6
Cn1c2ccccc2c(=O)c2c(=O)n(Cc3ccco3)c(-c3ccc(C(C)(C)C)cc3)nc21	1	-0.2	20	6	-1.1	4	8	.	2
COc1cccc(NC(=O)C2CCN(S(=O)(=O)c3ccc4c(c3)NC(=O)CO4)CC2)c1	10	0.4	-2	3	-0.9	-3	2	5	-1
Cc1cc(=O)[nH]c(SCC(=O)Nc2ncc(S(=O)(=O)c3ccc([N+](=O)[O-])cc3)s2)n1	6	-0.6	7	1	-0.8	-1	-2	-11	7
COc1cccc(C(=O)Nc2cc3cc(OC)ccc3oc2=O)c1	2	-1.0	3	-1	.	0	0	5	.
CCOC(=O)Cc1csc(NC(=O)c2ccc(Br)s2)n1	-5	-0.1	-36*	6	0.6	-2	-7	.	.
Cc1occc1C(=O)N/N=C/C=C\c1ccccc1[N+](=O)[O-]	3	0.0	15	-1	-0.7	-11	-1	-1	-9
CC(Oc1ccccc1)c1ccnc2nc(/N=C/N(C)C)nn12 (stereo not drawn)	25	-0.2	4	2	-1.7	7	-7	16	-6
COc1cccc(CNC(=O)CN2C(=O)CCSc3ccc(S(=O)(=O)N4CCCC4)cc32)c1	-2	0.1	-17	3	-0.5	5	-6	-2	-4
COc1ccc(/C=C2/CCCC(C(=O)C(F)(F)F)=C2O)cc1OC	9	-0.7	-9	-1	-0.5	13	10	-21	5
Cn1nccc1NS(=O)(=O)c1ccc(F)cc1	0	0.7	-5	4	0.4	2	-1	-8	-22
O=c1c(=NNc2ccccc2Cl)c(=O)c2ccccc12	-2	1.0	1	0	0.6	22	-3	.	12
Cc1cc(=O)oc2ccc(OC(=O)CC(C)C)cc12	0	1.1	1	3	-0.4	1	-1	-28	-4
COc1ccc(Oc2coc3cc(O)ccc3c2=O)cc1	-1	0.7	-26	6	-0.7	4	-5	3	2
COc1ccc(CNC(=O)COCc2cc(-c3ccc4c(c3)OCO4)on2)cc1	6	-0.7	-7	8	-1.5	-7	-1	-9	.
CNC(=O)c1ccc2c(c1)N(Cc1ccccc1Cl)C(=O)c1ccccc1S2	-6	-0.5	10	1	.	-2	5	-26	.
Cc1c(C(=O)OC2CCCCC2)sc2nc[nH]c(=O)c12	-3	0.4	-13	5	0.3	31*	2	2	-1
Cn1c(=O)c(-c2ccccc2N)nc2ccccc21	10	-0.7	-7	0	0.4	11	-4	-1	8
COC(C/C=C/C(=O)COCc1ccccc1)OC	3	0.0	5	5	-0.2	12	8	.	-3
COC(=O)c1cc(S(=O)(=O)N2CCCC2=O)c(Cl)cc1Cl	4	-0.5	7	4	0.4	10	-1	5	2
Cc1cc(C)n(CC(=O)NNC(=O)CCCOc2ccc(Cl)cc2C)n1	-2	-0.5	-12	0	.	-7	2	-4	.
C/C(=N/NC(=O)c1cccs1)c1ccc(NC(=O)COc2ccc(Cl)cc2)cc1	-8	0.1	-11	1	0.5	3	6	11	10
CC(C)c1ccc(N(C(=O)CNC(=O)c2ccco2)C(C(=O)NC2CCCC2)c2ccncc2)cc1 (stereo not drawn)	3	3.0	14	3	0.1	-10	-2	-24	31*
O=C(Nc1ccccc1F)c1ccc2ncsc2c1	-5	-0.3	6	4	0.2	0	-3	1	-4
C=C(C)CCC1(C)NC(=O)N(c2ccccc2)N1 (stereo not drawn)	-1	-0.1	-1	2	5.5	1	-4	-12	-13

Some of these compounds in order of heavy-atom count, descending:
SMILES	TRHR PAM	TRHR ag	D1 antag	D1 ag	D2 agonist	D2 potentiator	D1 PAM	RXFP1 antag	D2 antagonist
CC(Oc1ccccc1)c1ccnc2nc(/N=C/N(C)C)nn12 (stereo not drawn)	25	-0.2	4	2	-1.7	7	-7	16	-6
CCOC(=O)Cc1csc(NC(=O)c2ccc(Br)s2)n1	-5	-0.1	-36*	6	0.6	-2	-7	.	.
Cn1nccc1NS(=O)(=O)c1ccc(F)cc1	0	0.7	-5	4	0.4	2	-1	-8	-22

Random excerpt: 2 compounds from above
SMILES	TRHR PAM	TRHR ag	D1 antag	D1 ag	D2 agonist	D2 potentiator	D1 PAM	RXFP1 antag	D2 antagonist
Cn1c2ccccc2c(=O)c2c(=O)n(Cc3ccco3)c(-c3ccc(C(C)(C)C)cc3)nc21	1	-0.2	20	6	-1.1	4	8	.	2
Cc1c(C(=O)OC2CCCCC2)sc2nc[nH]c(=O)c12	-3	0.4	-13	5	0.3	31*	2	2	-1

Entries above that bear a hit mark in D2 potentiator:
canonical_smiles	TRHR PAM	TRHR ag	D1 antag	D1 ag	D2 potentiator	D1 PAM	RXFP1 antag	D2 antagonist
Cc1c(C(=O)OC2CCCCC2)sc2nc[nH]c(=O)c12	-3	0.4	-13	5	31*	2	2	-1

Other compounds.
SMILES	TRHR PAM	TRHR ag	D1 antag	D1 ag	D2 agonist	D2 potentiator	D1 PAM	RXFP1 antag	D2 antagonist
COc1ccccc1-c1c(NC(=O)c2ccco2)n(C)c2ccccc2c1=O	-2	0.2	4	1	-0.7	-1	3	-12	2
O=C(O)c1ccc(NS(=O)(=O)c2ccc3nnn(O)c3c2)cc1	1	-0.3	-2	-1	0.8	-4	0	-14	-29
Clc1ccc(CNc2ccc(CNc3ncn[nH]3)cc2)cc1	5	-0.3	-11	7	-0.5	-1	-1	.	-4
CCN(CC)C(=S)Nc1ccc([N+](=O)[O-])cc1	4	-0.3	-17	6	-0.3	8	-3	-11	-3
CC[C@]1(c2ccccc2OC)ON(c2ccccc2C(F)(F)F)C1=O	-9	0.7	.	2	0.4	16	-2	.	11
Nc1nnn(CC(=O)N/N=C/c2ccncc2)n1	3	0.9	3	3	0.1	0	5	4	15
CCOc1ccc(C(=O)N2CCCC2C(=O)O)cc1 (stereo not drawn)	4	-1.0	12	1	0.0	13	4	-22	16
Cn1ncc2c1ncn1nc(CCc3ccccc3)nc21	1	1.1	16	2	1.0	2	6	-8	6
COc1cccc(NCc2cccn2-c2nnc(N3CCC(C)CC3)s2)c1	4	-1.7	-6	3	-2.8	7	-4	.	.
CC1CCCCC1NC(=O)Cn1ncc2ccccc21 (stereo not drawn)	-3	0.0	3	2	-0.4	-6	-4	.	-25
Cc1c(CCC(=O)O)c(=O)oc2cc3occ(-c4ccccc4)c3cc12	0	-0.9	4	1	-0.8	-5	-11	1	9
CC(C)NC(=O)CN1CCN(C(=O)CCl)CC1	4	0.2	2	2	1.1	2	-1	0	-3
CCCC1=[N+](CC(=O)c2ccc(C)cc2)CCn2cccc21	0	1.5	-7	1	.	.	2	14	.
CC1Cc2nc(SCC(=O)NCCc3ccccc3)n(C)c(=O)c2S1 (stereo not drawn)	-6	-1.0	-30	0	-2.5	-8	-2	.	-23
Cc1ccc(S(=O)(=O)NCc2cccnc2)cc1C(=O)NC1CCCCC1	2	-0.9	8	-1	1.7	-5	-3	-20	6
CCOC(=O)c1ccc2c(c1)N(C(CC)C(=O)Nc1ccccc1OC)C(=O)c1ccccc1S2 (stereo not drawn)	5	0.6	-5	3	0.6	-5	1	.	.

Outcome played no part in choosing rows; any-hit rate near 7.1%.
